Scp1 inh = Scp-1 phosphatase inhibitors, primary screen, biochemical, colorimetric, uHTS. Carboxy-terminal domain RNA polymerase II polypeptide A small phosphatase 1 (Homo …. Recombinant Scp1, phosphopeptide, malachite green phosphate absorbance. inhibition, % at 20 µM. 340,000 tested, 0.88% active;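 active = inhibition above about 50% at 20 µM, limit read from the data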;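 also: plate controls were DMSO wells with enzyme for no effect and wells lacking enzyme for full effect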
Target sequence (Q9GZU7 76-261 limits assumed): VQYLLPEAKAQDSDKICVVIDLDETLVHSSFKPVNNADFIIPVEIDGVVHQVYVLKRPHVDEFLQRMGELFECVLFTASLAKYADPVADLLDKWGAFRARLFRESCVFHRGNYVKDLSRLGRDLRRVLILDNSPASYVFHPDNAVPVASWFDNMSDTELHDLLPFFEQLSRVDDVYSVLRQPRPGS
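System: truncated SCP-1 phosphatase (76-261aa); medium: Tris acetate buffer pH 5.5 with MgCl2 and Tween-20; incubation: 45 min room-temperature reaction, 5 min colour, 30 min stabiliser; compound: single 20 µM dose, 1% DMSO; reagent: Phosphorylated 17-residue peptide substrate; read-out: % inhibition at 20 µM; technique: colorimetric free-phosphate detection, absorbance 630 nm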
Neddyl block = inhibitors of cullin neddylation, primary screen, biochemical, TR-FRET, uHTS, NAE and Ubc12. AID 651699, 2012. calls only at 25 µM. 360,000 tested, 0.58% active; in the data active = inhibition above about 36%
Target sequence (P61081 whole entry, looked up): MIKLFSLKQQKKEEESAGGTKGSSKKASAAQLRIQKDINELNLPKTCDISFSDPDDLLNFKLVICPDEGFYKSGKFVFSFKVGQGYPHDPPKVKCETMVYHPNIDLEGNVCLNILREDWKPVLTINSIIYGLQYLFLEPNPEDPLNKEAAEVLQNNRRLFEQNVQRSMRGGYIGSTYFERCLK
Target sequence (Q13564 whole entry, looked up): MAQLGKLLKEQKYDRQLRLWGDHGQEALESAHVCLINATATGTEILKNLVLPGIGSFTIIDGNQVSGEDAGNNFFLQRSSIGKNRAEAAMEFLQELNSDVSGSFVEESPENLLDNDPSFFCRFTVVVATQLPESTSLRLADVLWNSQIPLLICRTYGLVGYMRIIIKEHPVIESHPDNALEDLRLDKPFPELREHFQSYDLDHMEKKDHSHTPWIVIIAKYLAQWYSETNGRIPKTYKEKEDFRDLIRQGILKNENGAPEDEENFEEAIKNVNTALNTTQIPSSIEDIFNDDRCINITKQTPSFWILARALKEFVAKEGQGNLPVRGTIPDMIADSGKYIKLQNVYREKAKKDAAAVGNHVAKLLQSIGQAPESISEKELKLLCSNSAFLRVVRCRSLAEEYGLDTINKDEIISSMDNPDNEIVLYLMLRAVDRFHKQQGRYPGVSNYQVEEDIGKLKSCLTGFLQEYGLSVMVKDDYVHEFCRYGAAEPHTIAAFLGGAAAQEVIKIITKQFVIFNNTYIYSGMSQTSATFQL
SKN-1 inh = suppressors of acrylamide-induced Pgst-4::GFP reporter in worms, primary screen, SKN-1 inhibitor project, whole organism, uHTS, GFP/RFP fluorescence ratio, strain VP596; C. elegans VP596 Pgst-4::GFP/RFP ratio, 24 h; inhibition, % at 21.8 µM; 360,000 tested, 0.49% active;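 active = interference check ratio from 0.5 to 1.5 plus GFP to RFP signal ratio inhibition reaching or exceeding a fixed threshold, cut at about 30% in these data, passing the limit was not always enough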; also: some compounds called inactive have numbers as strong as hits
SUMO1-SIM PPI = modulators of SUMO1 protein-protein interactions, primary screen, biochemical, uHTS | 360,000 tested, 0.33% active | inhibition, % at 20 µM | Small ubiquitin-related modifier 1 (Homo sapiens), P63165 | SUMO1 binding to a labelled peptide, TR-FRET, 1 h | AID 602429, 2012; in the data active = inhibition above about 37%
Target sequence (P63165 whole entry, looked up): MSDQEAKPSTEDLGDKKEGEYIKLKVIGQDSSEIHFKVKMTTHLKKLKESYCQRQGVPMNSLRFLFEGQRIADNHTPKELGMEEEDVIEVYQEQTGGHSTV
LMPTP inh = LMPTP phosphatase inhibitors, primary screen, biochemical, fluorescence intensity, uHTS; Low molecular weight phosphotyrosine protein phosphatase (Homo sapiens), P24666; recombinant LMPTP-A, OMFP fluorogenic substrate; inhibition, % at 20 µM; 360,000 tested, 0.22% active; AID 651560, 2012;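 active = compounds that cut the enzyme signal by at least half of the control window in the single-dose screen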;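 also: plate controls were DMSO wells with enzyme plus substrate for no effect and substrate without enzyme for full effect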
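test system = LMPTP-A | amount = 0.625 nM LMPTP-A final | reagent = fluorogenic phosphatase substrate OMFP at 400 µM final | incubation = 50 min at room temperature | benchmarks = no-enzyme low control, uninhibited high control | medium = Bis-Tris pH 6.0, DTT, detergent | signal = fluorescence intensity of OMFP turnover product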
TbMetRS inhib = T. brucei MetRS inhibitors, primary screen, biochemical, luminescence. methionyl-tRNA synthetase (Trypanosoma brucei brucei). purified T. brucei MetRS, ATP depletion, Kinase-Glo luminescence. inhibition, % at 11.9 µM. 360,000 tested, 0.4% active;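 active = inhibition above a per-plate cutoff of the control wells' mean inhibition plus 3 SD, cut at about 5.5% in these data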;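 also: 0% = DMSO wells median and 100% = median of wells with control inhibitor compound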
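assay system = parasite MetRS enzyme | timing = 15 min preincubation, 2 h reaction, all 25 °C | evaluation = percent inhibition relative to median high and low control wells | medium = HEPES buffer containing pyrophosphatase, BSA, spermine, DTT | compound = single dose, 11.9 µM final nominal, 0.9% final DMSO | detection = Kinase-Glo luminescence, ATP depletion format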
DNMT1 block = human DNMT1 methyltransferase inhibitors, primary screen, biochemical, molecular beacon, fluorescence, HinP1I cleavage, uHTS; DNA (cytosine-5)-methyltransferase 1 (Homo sapiens), P26358; inhibition (reported as % activation of signal), % at 10 µM; 360,000 tested, 0.83% active; in the data active = inhibition above about 50%
NRP1-CendR mod = modulators of CendR peptide binding to NRP-1, primary screen, biochemical, fluorescence polarization, uHTS; FAM-RPARPAR peptide binding to NRP-1; Neuropilin-1 (Homo sapiens), O14786; 360,000 tested, 0.85% active; inhibition, % at 25 µM; AID 602438, 2012;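 active = inhibition or corrected inhibition above about 18%, plus a signal ratio from 0.5 to 1.5, limit read from the data, passing the limit was not always enough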; also: strong numbers were not always called active
STEP block = STEP phosphatase inhibitors, primary screen, biochemical, fluorescence intensity, uHTS; 360,000 tested, 0.25% active; Tyrosine-protein phosphatase non-receptor type 5 (Homo sapiens), P54829; AID 588621, 2011; inhibition, % at 20 µM; recombinant STEP, OMFP fluorogenic substrate;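 active = inhibition at 20 µM, scaled per plate between control wells, above about 37%, limit read from the data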;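 also: 0% = DMSO with enzyme and substrate and 100% = substrate only without enzyme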
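Assay system: isolated STEP enzyme. Buffer or medium: pH 6.0 Bis-Tris with DTT and Tween 20. Also added: fluorogenic phosphatase substrate OMFP at 25 µM final. Dosing: 20 µM, 1% DMSO. Timing: 20 min reaction, room temperature, in the dark. Measured by: fluorescence intensity, excitation 480 nm, emission 540 nm. Evaluation: normalized % inhibition.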
NadD inh = inhibitors of S. aureus NadD, primary screen, biochemical, colorimetric, uHTS | Nicotinate-nucleotide adenylyltransferase NadD (Staphylococcus aureus N315) | purified NadD enzyme, colorimetric absorbance read-out | inhibition, % at 20 µM | 360,000 tested, 0.78% active | AID 602399, 2012; in the data active = inhibition above about 26%; also: some compounds past the cut are filed as inactive
* = called active by the depositor; i = inactive; . = not tested or not shown; + = active, no number.

Compound,TbMetRS inhib,DNMT1 block,Neddyl block,STEP block,NadD inh,SKN-1 inh,NRP1-CendR mod,LMPTP inh,Scp1 inh,SUMO1-SIM PPI
CC(=O)c1cc(NC(=O)c2ccccc2)c(=O)oc1/C=C/N(C)C,0.3,0.1,i,-3.9,0.8,-5.1,-236.4,3.0,-8.3,-27.5
C=CCn1c(SCC(=O)NC(=O)Cc2ccccc2)nc2ccccc2c1=O,0.8,5.1,i,1.6,-6.1,4.2,0.5,-0.1,-10.0,-2.2
O=C1CNC(=O)c2cc(Cl)ccc2N1,0.0,3.8,i,1.0,-1.6,9.5,1.6,-1.5,.,2.6
O=C(COC(=O)CNC(=O)c1ccc(Cl)cc1Cl)NCC1CCCO1 (centres undefined),-0.2,5.0,i,-0.1,-0.6,12.1,-0.7,-1.5,-4.2,2.1
Cc1nn(CC(=O)Nc2ccc3c(c2)oc2ccccc23)c(=O)c2ccccc12,-0.1,42.9,i,3.1,17.1,-0.6,-1.0,3.4,-1.9,-1.6
COc1ccccc1N1CCN(C(=O)CN(Cc2ccc(Cl)cc2)S(C)(=O)=O)CC1,-1.1,1.1,i,0.2,-6.1,20.6,6.6,-1.0,-1.3,-2.1
COCCn1c(=S)[nH]c2cc(C(=O)N3CCN(c4cccc(Cl)c4)CC3)ccc2c1=O,-0.8,-3.5,i,-0.7,9.3,10.1,0.4,2.5,3.4,1.9
Cc1cc(C(C)(C)CC(C)(C)C)ccc1OCCOCC[N+](C)(C)Cc1ccccc1,-0.9,-13.5,i,5.1,7.2,0.4,4.0,-4.2,6.4,-107.2
CCc1ccc2n(-c3ccc(OC)cc3)c([S-])c(C(=O)Nc3cc(C)cc(C)c3)[n+]2c1,-0.3,48.1,i,5.5,2.0,3.9,-24.6,-1.2,-11.7,-68.1
COc1ccc(Cn2c(C)nc3c(c2=O)c2nc4ccccc4nc2n3Cc2ccco2)cc1,0.0,96.1*,i,37.1,38.0*,-3.3,-49.7,43.2,94.9*,68.8*
N[C@@H](CO)c1cn([C@@H](Cc2cc3ccccc3[nH]2)C(=O)N2CCNCC2)nn1,-0.4,-21.1,i,1.8,0.3,16.7,18.2,-8.6,-1.3,-84.8
CCc1ccc(-c2nc(C)c(CCO)c(=O)[nH]2)cc1,0.3,0.3,i,-1.0,-2.3,7.1,5.6,-0.9,-6.4,-1.9
COc1ccccc1-n1c(CCC(=O)O)ccc1-c1ccccc1,-0.5,-0.9,i,2.8,-6.6,9.0,-5.3,-0.7,-11.2,1.8
COc1ccccc1Nc1nnc(C)c(=O)[nH]1,-0.9,1.8,i,2.3,-1.2,-4.9,4.5,-1.8,2.5,1.0
Cn1c(=O)[nH]c(=O)c2c1nc(N1CCN(C(c3ccccc3)c3ccccc3)CC1)n2CCO,-0.9,-1.6,i,-2.7,0.6,24.0,-6.1,-1.1,-4.4,5.6
Cc1cccc(NC(=S)N2CCCCCC2)c1,0.5,0.4,i,1.2,3.6,1.0,-7.0,1.2,7.1,-0.9
CCCN(CCC)S(=O)(=O)c1ccc(C(=O)Nc2nnc(COC)o2)cc1,-0.4,0.9,i,1.2,16.9,3.9,-3.6,-2.1,-6.7,-2.3
CN(C)c1ccc(/C=C(\C#N)c2ccccn2)cc1,-0.5,-7.1,i,-2.7,0.7,24.0,-110.3,1.6,-7.8,-21.7
Cc1nnc(SCc2ccccc2F)n1NCc1cccs1,-0.6,-6.6,i,-1.7,-3.6,-26.3,-8.7,-0.4,-3.8,1.6
COc1ccccc1/C=N/NC(=O)c1cccc(OC(F)(F)C(F)F)c1,-0.2,9.3,i,-0.2,-3.3,2.1,7.9,1.5,-9.1,-2.6

Compound profiles (already shown). Values in the order: TbMetRS inhib | DNMT1 block | Neddyl block | STEP block | NadD inh | SKN-1 inh | NRP1-CendR mod | LMPTP inh | Scp1 inh | SUMO1-SIM PPI
Shown for COc1ccccc1-n1c(CCC(=O)O)ccc1-c1ccccc1 : -0.5 | -0.9 | i | 2.8 | -6.6 | 9.0 | -5.3 | -0.7 | -11.2 | 1.8
Shown for Cc1cccc(NC(=S)N2CCCCCC2)c1 : 0.5 | 0.4 | i | 1.2 | 3.6 | 1.0 | -7.0 | 1.2 | 7.1 | -0.9
Shown for COc1ccccc1/C=N/NC(=O)c1cccc(OC(F)(F)C(F)F)c1 : -0.2 | 9.3 | i | -0.2 | -3.3 | 2.1 | 7.9 | 1.5 | -9.1 | -2.6

More compounds.
Compound,TbMetRS inhib,DNMT1 block,Neddyl block,STEP block,NadD inh,SKN-1 inh,NRP1-CendR mod,LMPTP inh,Scp1 inh,SUMO1-SIM PPI
O=C(O)c1cc2cc(S(=O)(=O)O)ccc2cc1O,-0.2,-0.1,i,1.3,-3.7,-12.2,6.6,-4.3,-4.7,-2.9
Cc1cccc(C)c1Nc1cn[nH]c1,-1.1,-8.1,i,-0.6,0.5,-9.6,11.5,-2.1,.,-1.8
CSc1ccc(/C=N/NC(=O)CNc2ccc3ccccc3c2)cc1,-0.5,-27.4,i,0.9,4.9,13.7,-15.2,2.4,-3.2,-11.9
N#Cc1cccc(C(c2nnnn2C2CCCC2)N2CCC(Cc3ccccc3)CC2)c1 (centres undefined),-0.8,-1.6,i,2.4,6.5,15.7,-14.4,2.7,-0.4,-0.1
COc1cc(OC)c(OC)cc1/C=C1\Oc2cc(OS(C)(=O)=O)ccc2C1=O,-0.5,11.2,i,5.1,6.2,42.4,-221.4,9.8,40.7,-11.0
Cc1ccc(NC(=O)CN(C)C(=O)C2CCC2)cc1,-0.5,3.3,i,-1.0,7.5,11.8,-7.3,-7.8,-6.8,-17.0
COc1ccccc1NC(=O)c1ccccc1Oc1ccccc1,-1.0,-5.2,i,1.5,-7.6,1.3,26.5*,3.9,-17.8,4.3
COc1ccc(/C=C/C(=O)NC(=S)NNC(=O)[C@H]2C[C@@H]2c2ccccc2)cc1OC,-0.6,11.7,i,8.5,58.6*,10.1,-4.9,1.8,1.1,0.0
NC1=NC(=O)C(CC(=O)Nc2ccc3c(c2)OCO3)S1 (centres undefined),-0.3,-0.4,i,0.9,2.8,0.2,1.6,1.7,3.1,5.1
COc1ccccc1NS(=O)(=O)c1ccc(N/N=C/C=C/c2ccccc2[N+](=O)[O-])c([N+](=O)[O-])c1,-0.9,3.0,i,0.6,25.8,-2.6,28.8*,4.9,-2.7,-14.6
COc1ccc(OCc2nnc(SCC(=O)O)n2N)cc1,-0.6,0.8,i,-4.0,7.7,2.0,6.9,-1.6,1.6,-4.2
CCOc1ccc(NC(=O)CSc2ncnc3c2sc2ccccc23)cc1,-1.0,11.2,i,1.1,-5.0,-1.6,-2.0,-1.6,0.0,-275.2
COCCCn1cc(CN2CC(N3CCN(Cc4ccccc4F)CC3)CS2(=O)=O)nn1 (centres undefined),-0.1,.,i,.,1.7,6.7,-2.7,0.4,.,0.9
Cc1nnc(NC(=O)C2=COCCO2)s1,-0.5,0.8,i,-3.2,-4.1,0.0,2.2,-1.8,-3.5,1.6
O=C(Nc1ccccc1N1CCOCC1)c1ccc(N2CCCC2=O)cc1,-0.5,-5.1,i,0.5,6.1,2.9,25.4*,0.5,-4.9,-2.8
NC(=O)COC(=O)c1ccccc1Nc1ccc(SC(F)F)cc1,0.6,-3.2,+,-2.1,-2.7,-1.2,-13.3,2.4,-6.3,-1.7
CSc1ccc(CNC(=O)Cc2ccc(NC(=O)C3=C(C)OCCS3)cc2)cc1,-0.4,-6.7,i,2.9,-4.9,10.5,2.1,4.2,0.2,3.5
O=C(CSc1cccs1)Nc1ccc(Cl)cc1,-0.1,-0.1,i,-0.7,-7.5,-2.2,-15.9,0.4,-14.4,-1.4
Cc1cc[n+](-c2nc3ccccc3nc2[N-]S(=O)(=O)c2ccccc2)cc1,-0.8,8.4,i,-1.4,-1.8,-2.3,1.1,-3.2,-2.1,-2.1
CCc1ccc(Nc2ncc3c(n2)CC(C)(C)CC3=O)cc1,-0.9,5.9,.,-0.9,-0.5,3.0,-7.6,1.4,-3.5,-1.6
CCN(CC)C(=O)[C@H]1CC(CC(=O)NC/C=C(\C)CCC=C(C)C)C(=O)N2CCc3c([nH]c4ccccc34)[C@]12C (some centres undefined),-0.3,-9.2,i,-0.2,-0.4,25.1,-5.4,3.0,-8.3,3.3
COc1cc(CN2CCSCC2)cc(OC)c1OC,-0.6,-1.7,i,-0.7,3.1,-1.9,-2.0,-1.4,-4.3,-4.0
O=C(c1cccs1)N1CCC(c2ccccc2)C1 (centres undefined),-0.7,2.4,i,-1.5,-5.2,10.5,-9.1,2.8,-2.3,-1.3
O=C(O)C1CCCN1S(=O)(=O)c1ccc2[nH]c(=O)c(=O)[nH]c2c1 (centres undefined),0.5,2.7,i,1.4,0.3,-21.9,-10.6,-2.2,-5.2,-1.4
CC1CCCC(C)N1C(=O)c1cc(F)c(F)cc1Cl (centres undefined),-0.7,-1.3,i,-2.0,-3.9,1.1,0.3,-1.4,-2.3,-0.9
COc1ccc(OC)c(NC(=O)Nc2nc(CN)cs2)c1,-0.2,-8.0,i,-0.7,-3.4,4.0,0.0,-0.5,.,2.1
Cc1ccc(S(=O)(=O)NCC(=O)NCC(=O)OCC(=O)NC(=O)NC(C)(C)C)cc1C,-0.4,2.0,i,-2.3,-4.2,-1.3,-3.7,0.2,14.8,1.2
Cc1ccc(NS(=O)(=O)c2ccc3c(c2)c(=O)n(C)c(=O)n3C)cc1F,-0.1,0.1,i,1.9,8.5,0.5,20.8,0.6,-4.8,12.7
Cc1cc(C)n(CCC(=O)Nc2ccc3c(c2)OCCO3)n1,-0.2,42.2,i,-3.1,1.5,-3.7,17.4,-1.4,-9.1,1.8

Screens deposited in PubChem BioAssay by several laboratories.
